Screens as filed in PubChem.
PP1 inh – PP1-alpha (human) inhibition in PP5 counter-screen | AID 2235 | purified PP1alpha, OMFP fluorescence | inhibition, % at 6.7 µM | 0.9% of 320,000 active;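 active = inhibition above the mean inhibition of all tested compounds plus 3 SD, computed separately for each screening campaign, cut at about 15% in these data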
Target sequence (P62136 whole entry, looked up): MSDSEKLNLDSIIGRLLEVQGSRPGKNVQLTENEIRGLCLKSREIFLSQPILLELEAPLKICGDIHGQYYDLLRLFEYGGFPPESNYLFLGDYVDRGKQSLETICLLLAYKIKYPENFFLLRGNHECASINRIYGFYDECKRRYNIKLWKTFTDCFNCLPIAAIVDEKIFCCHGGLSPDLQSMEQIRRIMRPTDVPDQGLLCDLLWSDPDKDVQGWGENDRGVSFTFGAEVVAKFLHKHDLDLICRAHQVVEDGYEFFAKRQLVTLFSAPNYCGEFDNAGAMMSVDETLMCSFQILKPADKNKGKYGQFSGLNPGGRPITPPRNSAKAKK
Efflux pump mplx – blocks antifungal efflux pumps in multiplex yeast assay | S. cerevisiae Candida pump triplex, Nile Red efflux | inhibition, % at 10 µM | 0.44% of 330,000 active | AID 485275;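 active = plate passing quality check with inhibition over a set limit, or well fluorescence over plate mean plus 4 SD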;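 also: Nile Red retained in pooled yeast measured as flow cytometry median fluorescence; 0% = buffer negative control and 100% = Enniatin B positive control; higher means more Nile Red kept so more efflux inhibition; some compounds called inactive have numbers as strong as hits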
procasp7 counter – counter-screen: procaspase-7 (human) activation; recombinant procaspase-7, Ac-DEVD-pNA absorbance 405 nm; D23A/D198A/D206A triple mutant, cannot self-cleave; scale: DMSO 0, 5 µM enzyme 100; activation, % at 8.5 µM; 0.093% of 330,000 active;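 active = percent activation above the screen-wide mean plus 3 SD, cut at about 25% in these data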
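Assay system: Uncleavable procaspase-7 mutant enzyme / Input: 2 µM procaspase-7 mutant as dispensed / Dosing: single nominal 8.5 µM compound dose, 0.8% DMSO final / Timing: 1 h enzyme–compound preincubation and 2 h substrate reaction, both 25 °C / Detection: p-Nitroaniline absorbance at 405 nm, read at 0 and 120 min / Replication: singlicate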
JMJD2C inh – human JMJD2C demethylase inhibition. GST-JMJD2C(1-420) H3K9me3 demethylation, DELFIA europium. AID 2099. inhibition, % at 2.35 µM. 0.069% of 330,000 active;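 active = more than half of a compound's replicate wells show inhibition beyond 50%, single wells judged on their own value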;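 also: signal counts dimethyl H3K9 product captured on neutravidin plate; 0% = median of DMSO wells and 100% = 0.3 times that DMSO median; strong numbers were not always called active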
Target sequence (Q9H3R0 1-420 limits assumed): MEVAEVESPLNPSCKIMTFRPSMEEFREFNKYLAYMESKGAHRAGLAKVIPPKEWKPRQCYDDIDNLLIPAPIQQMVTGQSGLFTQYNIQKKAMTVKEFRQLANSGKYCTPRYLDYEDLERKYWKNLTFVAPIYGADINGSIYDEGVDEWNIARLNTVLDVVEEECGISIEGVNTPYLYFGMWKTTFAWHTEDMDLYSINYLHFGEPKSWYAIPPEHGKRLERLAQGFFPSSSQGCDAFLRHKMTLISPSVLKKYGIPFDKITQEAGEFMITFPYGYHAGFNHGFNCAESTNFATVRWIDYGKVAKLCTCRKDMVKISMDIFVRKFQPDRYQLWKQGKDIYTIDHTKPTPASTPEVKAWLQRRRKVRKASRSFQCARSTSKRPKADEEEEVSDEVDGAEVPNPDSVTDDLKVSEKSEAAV
HCV core dimer – blocks dimerization of HCV core protein | TR-FRET GST/Flag-core106 dimerization, 1536-well | inhibition, % at 5 µM | 0.33% of 300,000 active | AID 1899;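 active = inhibition above the mean of all tested compounds plus 3 SD, set per screening campaign, cut at about 45% in these data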
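Assay system: Tagged HCV core106 pair (GST and Flag) | Buffer or medium: KF-containing HEPES buffer, pH 7.45, DTT, CHAPS, BSA | Also added: Eu donor and XL665 acceptor anti-tag antibodies | Dosing: One concentration, 5 µM, in 0.5% DMSO | Timing: 4 h at 22.5 °C | Technique: TR-FRET 671 and 617 nm emission | Repeats: Singlicate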
Fh CTSL1 inh – counter-screen for PFM18AAP inhibitors: inhibitors of F. hepatica cathepsin L1. recombinant F. hepatica cathepsin L1, Z-Leu-Arg-MCA fluorescence. inhibition, % at 5.96 µM. 0.49% of 300,000 active. AID 1906;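 active = inhibition above the mean of all tested compounds plus 3 SD, set per screening campaign, cut at about 17% in these data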;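 also: 0% = plate median of test compound wells and 100% = 1 µM Z-Phe-Ala-diazomethylketone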
procasp3 activ – activates human procaspase-3; recombinant procaspase-3 D3A, Ac-DEVD-pNA absorbance 405 nm; activation, % at 8.5 µM; 0.11% of 330,000 active;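 active = activation above the mean of all tested compounds plus 3 SD, cut at about 21% in these data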;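 also: 0% = DMSO alone and 100% = DMSO wells spiked with extra 5 µM PC-3 D3A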
Target sequence (P42574 whole entry D9A/D28A/D175A): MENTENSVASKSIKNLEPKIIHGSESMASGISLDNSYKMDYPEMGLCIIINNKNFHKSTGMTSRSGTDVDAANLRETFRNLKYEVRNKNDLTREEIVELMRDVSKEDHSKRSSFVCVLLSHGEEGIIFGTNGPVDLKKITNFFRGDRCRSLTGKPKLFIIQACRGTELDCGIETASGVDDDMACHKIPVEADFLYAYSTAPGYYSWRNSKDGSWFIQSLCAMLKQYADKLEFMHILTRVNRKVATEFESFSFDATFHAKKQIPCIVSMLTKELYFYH
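Evaluation: percent activation relative to control range; Material: Procaspase-3 D3A mutant, all three cleavage aspartates alanine; Compound: single dose, 8.5 µM nominal compound, 0.8% DMSO; Replication: one well per compound; Signal: absorbance at 405 nm, 0 and 120 min; Schedule: 1 h preincubation plus 2 h reaction at 25 °C.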
TPT1 inh – blocks Candida albicans tRNA 2'-phosphotransferase; recombinant caTPT1, FP RNA substrate dephosphorylation; inhibition, % at 5 µM; 0.81% of 300,000 active;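 active = inhibition above the mean of all tested compounds plus 3 SD, set per screening campaign, cut at about 24% in these data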;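 also: plate controls were DMSO alone for no effect and ferristatin control at 100 nM for full effect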
PP5 primary – blocks human protein phosphatase 5 activity. P53041. purified PP5c, OMFP substrate fluorescence. 0.18% of 320,000 active. inhibition, % at 6.7 µM. AID 1987;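 active = inhibition above the campaign's mean inhibition across all tested compounds plus 3 SD, cut at about 9.5% in these data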;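 also: 0% = DMSO only and 100% = 100 µM cantharidin control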
* hit, by the source's call; & = joins results of further samples.

For O=S(=O)(Nc1ccc(-c2ccc(N3CCOCC3)nn2)cc1)c1ccc(Cl)c(Cl)c1 the results were PP1 inh 0, Efflux pump mplx 0.8*, procasp7 counter -1, JMJD2C inh 0, HCV core dimer 13, Fh CTSL1 inh 2, procasp3 activ 8, TPT1 inh 3 and PP5 primary 2.8.
`COc1ccc(-n2c(SCC(=O)NCc3ccco3)nc3sc4c(c3c2=O)CCN(C)C4)cc1` gave PP1 inh 15, Efflux pump mplx 0.5, procasp7 counter -17, JMJD2C inh 1, HCV core dimer 14, Fh CTSL1 inh -1, procasp3 activ -1, TPT1 inh 14 and PP5 primary 1.6.
Cn1c(C(=O)NCCCN2CCOCC2)cc2c(=O)n(C)c3ccccc3c21 was read as PP1 inh -3, Efflux pump mplx -0.2, procasp7 counter -2, JMJD2C inh -7, HCV core dimer 1, Fh CTSL1 inh 4, procasp3 activ 0, TPT1 inh -5 and PP5 primary 2.7.
COc1ccc(C)cc1Nc1cc(C)nc2ncnn12 was read as PP1 inh -6, Efflux pump mplx 0.0, procasp7 counter -1, JMJD2C inh -1, HCV core dimer -8, Fh CTSL1 inh -1, procasp3 activ 1, TPT1 inh -1 and PP5 primary 0.2.
For Cc1cccc(CN2CCN(C(=O)c3cccc4ccccc34)CC2)c1 the results were PP1 inh 2, Efflux pump mplx 0.0, procasp7 counter 5, JMJD2C inh 0, HCV core dimer 4, Fh CTSL1 inh 0, procasp3 activ 1, TPT1 inh 3 and PP5 primary 0.8.
COc1cccc(NC(=O)CC(C)=O)c1 was read as PP1 inh -4, Efflux pump mplx 0.0, procasp7 counter -8, JMJD2C inh -4, HCV core dimer -6, Fh CTSL1 inh 2, procasp3 activ 6, TPT1 inh 0 and PP5 primary -0.6.
COc1ccc(/C=N/NC(=S)NC2CCS(=O)(=O)C2)cc1OC (stereo unspecified) was read as PP1 inh -4, Efflux pump mplx 0.0, procasp7 counter -6, JMJD2C inh 13, HCV core dimer -1, Fh CTSL1 inh 7, procasp3 activ -1, TPT1 inh 1 and PP5 primary 1.1.
For Cc1nn(C)c(Sc2ccccc2N)c1[N+](=O)[O-] the results were PP1 inh -7, Efflux pump mplx 0.9*, procasp7 counter -40, JMJD2C inh -6, HCV core dimer -7, Fh CTSL1 inh -6, procasp3 activ -33, TPT1 inh 1 and PP5 primary 1.9.
`O=C(N1CCC(n2nc(-c3ccccc3)oc2=O)CC1)C1(c2ccccc2)CC1` gave PP1 inh 1, Efflux pump mplx 0.1, procasp7 counter -4, JMJD2C inh -21, HCV core dimer 0, Fh CTSL1 inh 0, procasp3 activ -8, TPT1 inh 0 and PP5 primary -2.7.
For COc1ccc(S(=O)(=O)Nc2ccc3c(c2)C(=O)N([C@H](C)CO)C[C@H](C)[C@@H](CN(C)S(=O)(=O)c2c(C)noc2C)O3)cc1 the results were Efflux pump mplx 0.1, procasp7 counter -1, JMJD2C inh 42 and procasp3 activ 11.
Screening Cc1c(C(=O)N2CCN(c3ncccn3)CC2)oc2ccc(Cl)cc12 returned PP1 inh -1, Efflux pump mplx 0.1, procasp7 counter -3, JMJD2C inh 0, procasp3 activ -7 and PP5 primary -0.3.
`Cc1c(Cl)cccc1NC(=S)NN1CCOCC1` gave PP1 inh -1, Efflux pump mplx -0.2, procasp7 counter 0, JMJD2C inh 1, HCV core dimer -2, Fh CTSL1 inh -4, procasp3 activ 3, TPT1 inh 3 and PP5 primary 0.4.
`COc1ccc(C)c(Cn2c(-c3nonc3N)nc3ccccc32)c1` gave PP1 inh 5, Efflux pump mplx 0.4, procasp7 counter 2, JMJD2C inh 7, HCV core dimer 0, Fh CTSL1 inh 5, procasp3 activ 0, TPT1 inh 1 and PP5 primary 0.1.
Screening Cc1ccc(NC(=O)C2CCN(S(=O)(=O)c3ccc4[nH]c(=O)oc4c3)CC2)cc1F returned PP1 inh 2, Efflux pump mplx -0.2, procasp7 counter -3, JMJD2C inh 9, HCV core dimer 7, Fh CTSL1 inh 0, procasp3 activ -1, TPT1 inh -6 and PP5 primary 3.1.
C[N+](C)(C)CCCNC(=O)c1ccc(/C=N/O)nc1 was read as PP1 inh -4, Efflux pump mplx -0.1, procasp7 counter 4, JMJD2C inh 7, HCV core dimer -1, Fh CTSL1 inh 0, procasp3 activ -11, TPT1 inh 0 and PP5 primary -0.6.
CCOc1ncccc1C(=O)OCc1c(F)cccc1Cl was read as PP1 inh 2, Efflux pump mplx -0.2, procasp7 counter 9, JMJD2C inh -12, HCV core dimer -2, Fh CTSL1 inh 8, procasp3 activ 2, TPT1 inh 1 and PP5 primary -0.9.
For CCOc1ccc(CN2CCNC(=O)C2CC(=O)NCc2ccccn2)cc1 (stereo unspecified) the results were PP1 inh 2, Efflux pump mplx -0.1, procasp7 counter 9, JMJD2C inh -2, HCV core dimer -2, Fh CTSL1 inh 0, procasp3 activ -2, TPT1 inh -5 and PP5 primary 1.5.
Cc1ccc(OCc2nnc(SCC(=O)Nc3ccc4c(c3)OCO4)n2C)cc1 was read as PP1 inh -6, Efflux pump mplx -0.1, procasp7 counter -10, JMJD2C inh 0&6, HCV core dimer 9, Fh CTSL1 inh -1, procasp3 activ -4, TPT1 inh 0 and PP5 primary -0.2.
Cc1cccc(-n2ncc3c(N(C)Cc4ccccc4)ncnc32)c1 was read as PP1 inh -3, Efflux pump mplx -0.2, procasp7 counter 12, JMJD2C inh 7&-4, HCV core dimer 4, Fh CTSL1 inh 1, procasp3 activ -7, TPT1 inh -2 and PP5 primary 0.5.
Screening C=CCN1C(=O)C2(C(C(=O)c3ccc(C)o3)=C(O)C(=O)N2CCCN2CCOCC2)c2ccccc21 (stereo unspecified) returned PP1 inh 0, Efflux pump mplx 0.0, procasp7 counter 6, JMJD2C inh 1, HCV core dimer -2, Fh CTSL1 inh 1, procasp3 activ 5, TPT1 inh -3 and PP5 primary 2.8.
For Clc1ccc(CNc2nc(N3CCOCC3)nc(N3CCOCC3)n2)cc1 the results were PP1 inh 1, Efflux pump mplx -0.2, procasp7 counter 1, JMJD2C inh 0, HCV core dimer 0, Fh CTSL1 inh 2, procasp3 activ -1, TPT1 inh -3 and PP5 primary 3.2.
For CC(C)(C)c1ccccc1NC(=S)NC1CCCCC1 the results were PP1 inh -2, Efflux pump mplx -0.2, procasp7 counter 1, JMJD2C inh 5, HCV core dimer 1, Fh CTSL1 inh 1, procasp3 activ 1, TPT1 inh 0 and PP5 primary -2.0.
`COC(=O)C1Cc2ccccc2CN1S(=O)(=O)c1ccc(C)cc1` (stereo unspecified) gave PP1 inh 1, Efflux pump mplx 0.1, procasp7 counter -3, JMJD2C inh -6, HCV core dimer 2, Fh CTSL1 inh -5, procasp3 activ 2, TPT1 inh -2 and PP5 primary 5.8.
`Cc1ccc(NC(=O)c2c(-c3c(F)cccc3Cl)noc2C)cc1F` gave PP1 inh 0, Efflux pump mplx -0.1, procasp7 counter 8, JMJD2C inh 3, HCV core dimer 2, Fh CTSL1 inh 2, procasp3 activ -1, TPT1 inh -4 and PP5 primary 2.8.
`CC1CCCN(CC(O)COc2ccc(Cl)cc2)C1` (stereo unspecified) gave PP1 inh -2, Efflux pump mplx 0.0, procasp7 counter 10, JMJD2C inh 2, HCV core dimer 2, Fh CTSL1 inh -1, procasp3 activ -5, TPT1 inh 3 and PP5 primary 3.1.
For Cc1cc(C)cc(-n2c(C)cc(/C=N/NC(=O)CN(c3c(C)cccc3C)S(C)(=O)=O)c2C)c1 the results were PP1 inh -1, Efflux pump mplx 0.6, procasp7 counter -3, JMJD2C inh -2, HCV core dimer 34, Fh CTSL1 inh 1, procasp3 activ 2, TPT1 inh 0 and PP5 primary 5.6.
CCc1cccc(NC(=O)c2ccc(Cn3nc(C)cc3C)o2)c1 was read as PP1 inh 4, Efflux pump mplx 0.0, procasp7 counter 2, JMJD2C inh 0, HCV core dimer -8, Fh CTSL1 inh 1, procasp3 activ 5, TPT1 inh 0 and PP5 primary 1.7.
For COCCNc1cc(-c2ccccc2)nc2cc(-c3cccc(F)c3)nn12 the results were PP1 inh 0, Efflux pump mplx 0.1, procasp7 counter 7, JMJD2C inh -2, HCV core dimer -1, Fh CTSL1 inh 2, procasp3 activ 0, TPT1 inh 1 and PP5 primary 3.8.
For C/C(=N\NC(=O)c1ccc(Cl)c(S(=O)(=O)Nc2ccccc2Cl)c1)c1ccncc1 the results were PP1 inh 3, Efflux pump mplx -0.2, procasp7 counter -21, JMJD2C inh 6, HCV core dimer 11, Fh CTSL1 inh -2, procasp3 activ 5, TPT1 inh 0 and PP5 primary 0.7.
For O=C(CCCc1ccccc1)NCCS(=O)(=O)N1CCN(c2ccc(F)cc2)CC1 the results were PP1 inh -1, Efflux pump mplx 0.1, procasp7 counter 2, JMJD2C inh 23, HCV core dimer -1, Fh CTSL1 inh 3, procasp3 activ -8, TPT1 inh 1 and PP5 primary -1.1.
COc1ccc(C(=O)N/N=C(\C)c2ccccn2)cc1OC was read as PP1 inh 0, Efflux pump mplx 0.0, procasp7 counter -4, JMJD2C inh -11, HCV core dimer 1, Fh CTSL1 inh 1, procasp3 activ -1, TPT1 inh -1 and PP5 primary -1.1.
For COC(=O)Cc1ccc(NC(=S)N2CCN(C)CC2)cc1 the results were PP1 inh -2, Efflux pump mplx -0.2, procasp7 counter 3, JMJD2C inh -10, HCV core dimer 10, Fh CTSL1 inh -1, procasp3 activ -6, TPT1 inh 1 and PP5 primary 1.1.
For CCC1(C(=O)OC)CCc2c(cc(OC)c3ccccc23)C1=O (stereo unspecified) the results were PP1 inh 1, Efflux pump mplx 0.0, procasp7 counter -13, JMJD2C inh 2, HCV core dimer 8, Fh CTSL1 inh 14, procasp3 activ -7, TPT1 inh -4 and PP5 primary -2.8.
`C=CCn1c(SCC(=O)N2CCOCC2)nc2c([nH]c3ccccc32)c1=O` gave PP1 inh -2, Efflux pump mplx -0.1, procasp7 counter 3, JMJD2C inh 4, HCV core dimer -6, Fh CTSL1 inh -2, procasp3 activ 5, TPT1 inh -2 and PP5 primary 1.4.
C/C(=N\NC(=O)c1ccc(O)cc1)c1ccc(N2CCOCC2)cc1 was read as PP1 inh -1, Efflux pump mplx 0.0, procasp7 counter -4, JMJD2C inh -3, HCV core dimer -4, Fh CTSL1 inh 0, procasp3 activ 4, TPT1 inh 2 and PP5 primary -0.2.

Pulled one by one from above (two):
For COCCNc1cc(-c2ccccc2)nc2cc(-c3cccc(F)c3)nn12 the results were PP1 inh 0, Efflux pump mplx 0.1, procasp7 counter 7, JMJD2C inh -2, HCV core dimer -1, Fh CTSL1 inh 2, procasp3 activ 0, TPT1 inh 1 and PP5 primary 3.8.
For C/C(=N\NC(=O)c1ccc(Cl)c(S(=O)(=O)Nc2ccccc2Cl)c1)c1ccncc1 the results were PP1 inh 3, Efflux pump mplx -0.2, procasp7 counter -21, JMJD2C inh 6, HCV core dimer 11, Fh CTSL1 inh -2, procasp3 activ 5, TPT1 inh 0 and PP5 primary 0.7.

Compounds were not picked by outcome; about 2.9% have a hit in one of these screens.
